Compound activity from PubChem.
Myeloid diff MLP: promotes myeloid progenitor differentiation | ER-HoxA9 myeloid progenitors, lysozyme-GFP differentiation, flow cytometry | calls only at 10 µM | 1% of 360,000 active | AID 624256;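 active means normalized GFP-positive differentiation at or above the plate's own cutoff, the solvent-only control mean plus 3 SD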;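 further: cells exposed to compound for four days before flow analysis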
Dengue-2 NS5 capping: Dengue-2 NS5 methyltransferase inhibitors, primary screen, biochemical, confirmation dose response (AID 588689) | 0.3% of 340,000 active | inhibition, % at 25 µM, or IC50 in µM where a hit was titrated | Dengue-2 NS5 methyltransferase capping enzyme assay, biochemical; higher % means a stronger effect; in the data active means a potency from the dose series
Dengue-2 NS5 capping pilot replicate: second read-out of Dengue-2 NS5 capping, no call of its own (marks repeat the call); inhibition, %; measured here: pilot screen replicate inhibition
Myeloid diff MLP GFP+ MAC1+ %: also measured in Myeloid diff MLP; calls as there; GFP+ MAC1+ double positive, %; measured here: differentiation confirmed by MAC1 staining
An asterisk follows results filed as active; i = inactive; + = active, no number. Not all compounds are listed; the hit share may differ from the screen's.

SMILES | Myeloid diff MLP | Myeloid diff MLP GFP+ MAC1+ % | Dengue-2 NS5 capping | others
CC(C)CC1C(=O)N(Cc2cn(CCC3OCCO3)nn2)CCS(=O)(=O)N1Cc1ccc(-c2ccc(Cl)c(Cl)c2)cc1 (stereo unspecified) | i | 0.6 | -12%
CN(Cc1ccc(F)cc1)C(=O)c1cc(S(=O)(=O)N2CCCCC2)ccc1N1CCOCC1 | i | 0.7 | 3%
Cc1ccc(C(=O)Nc2cc(C(F)(F)F)ccc2-n2cncn2)o1 | i | 0.8 | -3%
COc1ccccc1CCNC(=O)C(=O)Nc1cc2c3c(c1)CC(=O)N3CCC2 | i | 0.3 | -7%
CCc1noc(C)c1C(=O)N1CCN(S(=O)(=O)c2ccc(C)cc2C)CC1 | i | 0.8 | -1%
CCN(C[C@H]1N[C@@](C)(C(=O)OC)[C@H]2C(=O)N(Cc3ccccc3)C(=O)[C@@H]12)S(=O)(=O)c1ccccc1 | i | 0.6 | -3% | Dengue-2 NS5 capping pilot replicate=-5.2
CC(CC(=O)N1CCN(S(=O)(=O)c2ccc([N+](=O)[O-])cc2)CC1)c1ccccc1 (stereo unspecified) | i | 0.6 | -7%
COc1cccc(CN2c3ccc(Br)cc3C(=O)CS2(=O)=O)c1 | i | 2.8 | -10%
CC1(C)c2[nH]c3ccccc3c2C[C@H]2C(=O)N(Cc3ccc(F)cc3)C(=O)N21 | i | 0.9 | -8%
CC1(OC(=O)c2ccco2)C(=O)C=C2C=C(C3CC3)OC=C2C1=O (stereo unspecified) | i | 2.5 | >100µM*
O=C(NN=Cc1cc(Cl)ccc1[N+](=O)[O-])c1ccco1 | i | 0.9 | -5%
Cc1n[nH]c(=O)c2c(NC(=O)CSc3ccccc3Cl)oc(C)c12 | i | 0.6 | -13%
O=S(=O)(c1cc(O)ccc1O)c1cccc2c(S(=O)(=O)c3cc(O)ccc3O)cccc12 | i | 1.3 | -3%
CN(CC(=O)Nc1ccc(Cl)c(S(=O)(=O)N2CCOCC2)c1)C(=O)c1cccs1 | i | 1.2 | -1%
Cc1ccc(C)c(-n2nnnc2Sc2nnnn2-c2ccccc2)c1 | i | 0.0 | -13%
O=C(C(=Cc1ccc(F)cc1)c1ccccc1)c1ccc(O)cc1 | i | 0.9 | -15%
CC(OC(=O)CC(C)c1ccccc1)C(=O)Nc1ccc(Cl)cn1 (stereo unspecified) | i | 1.5 | 1%
CCCCCn1c(=O)[nH]c2cc(C(=O)N3CCN(c4ccc(F)cc4)CC3)ccc2c1=O | i | 0.6 | -9%
COc1ccc(CCNC(=O)CN2C(=O)C(=O)N(C3CCCC3)C2=O)cc1OC | i | 0.2 | -4%
CN1CCC(=C2c3ccccc3Sc3ccccc32)CC1 | i | 5.1 | -7%
N#Cc1ccc(OCC(=O)N2CCCC2=O)cc1 | i | 0.5 | -11%
Cc1ccc(Cl)cc1NCN1C(=O)c2ccccc2C1=O | i | 1.0 | -5%
CCOC(=O)C(=O)NCC1CCCN1S(=O)(=O)c1cccs1 (stereo unspecified) | i | 0.7 | 5%
C[C@@H]1CN([C@@H](C)CO)C(=O)c2cc(Br)cnc2O[C@H]1CN(C)C(=O)C1CCCCC1 | i | 0.4 | -2%
COc1cccc(/C=C/C(=C2\C(=O)N(c3ccccc3)N=C2C)c2ccc(Br)cc2)c1OC | i | 2.9 | -11%
CCCOc1ccccc1OCC(=O)Nc1ccc(S(=O)(=O)N2CCCCC2)cc1 | i | 2.1 | -9%
Cc1ccc(S(=O)(=O)N2C[C@@H]3[C@H]4CC[C@H](C4)[C@@H]3[C@@H](C)[C@@H]2c2ccn(Cc3ccccc3)c2)cc1 | i | 0.5 | -2% | Dengue-2 NS5 capping pilot replicate=-1.8
COc1ccc(CN(C)C(=O)CNC(=O)c2sc3ccccc3c2Cl)c(OC)c1 | i | 0.0 | 2%
Cc1noc(C)c1S(=O)(=O)Nc1ccc2c(c1)C(=O)N([C@@H](C)CO)C[C@H](C)[C@@H](CN(C)Cc1ccc(C(F)(F)F)cc1)OCCCC[C@H](C)O2 | i | 0.5 | -7%
COc1ccc(-c2cc(=O)c3c(O)c(OC)c(OC)c(OC)c3o2)cc1 | i | 2.2 | 2%
CN(C(=O)c1cccc(Br)c1)C1CCS(=O)(=O)C1 (stereo unspecified) | i | 1.2 | -14%
CC(=O)c1ccc(S(=O)(=O)Nc2ccccc2C(=O)NC2CC2)cc1 | i | 0.9 | -4%
O=C(CN1CCN(S(=O)(=O)c2ccccc2C(F)(F)F)CC1)NCc1cccs1 | i | 0.6 | -5%
CN(CC(=O)Nc1ccc(Cl)cc1)C(=O)c1ccc(S(=O)(=O)Nc2ccccc2)cc1 | i | 0.7 | 1%
COc1ccc(C(=O)COC(=O)c2cc(=O)c3ccccc3o2)cc1 | i | 1.4 | 7%
Cc1ccc(-c2ccc(CN3C(C(C)C)C(=O)N(Cc4cn(CCC5OCCCO5)nn4)CCS3(=O)=O)cc2)cc1 (stereo unspecified) | i | 0.2 | -6%
COc1ccc(S(=O)(=O)NCC(c2ccc3c(c2)OCO3)N2CCOCC2)cc1 (stereo unspecified) | i | 0.7 | 2%
O=C(Nc1cc(S(=O)(=O)N2CCOCC2)ccc1N1CCCCC1)c1ccccc1 | i | 0.4 | -8%
O=C(NCCCn1ccnc1)c1cccc(S(=O)(=O)Nc2ccc(F)cc2)c1 | i | 0.7 | 2%
COc1ccc(NS(=O)(=O)c2cc(N)ccc2N2CCCCC2)cc1 | i | 0.3 | -7%
O=C1OCCN1C(=O)[C@H]1[C@H](c2ccc(F)cc2)C(c2ccccc2)=NN1c1ccc(Br)cc1 | i | 0.6 | 1%
Cc1ccc(C(NC(=O)CN2C(=O)NC3(CCCC3)C2=O)c2ccccc2)cc1 (stereo unspecified) | i | 0.2 | -2%
CSC(=NS(=O)(=O)c1ccc(N)cc1)NS(=O)(=O)c1cccs1 | i | 1.7 | -5%
CN(Cc1cccs1)C(=O)c1ccc(Cl)c(S(=O)(=O)N2CCCCCC2)c1 | i | 0.6 | 2%
COc1ccc(N(C)S(=O)(=O)c2cccc(C(=O)N3CCN(c4ccccc4)CC3)c2)cc1 | i | 0.4 | -1%
CCOC(=O)c1cn(CC)c2cc(N3CCCCC3)c(F)cc2c1=O | i | 0.2 | 2%
Cc1ccc(NC(=O)COC(=O)Cc2ccc(Br)cc2)cc1S(=O)(=O)N1CCOCC1 | i | 0.7 | 2%
CCCCNc1c(-c2ccc(SC(C)CC)c(OC)c2)nc2ccc(C)cn12 (stereo unspecified) | i | 1.9 | -2%

By substructure: those above containing bromine (six)
SMILES | Myeloid diff MLP | Myeloid diff MLP GFP+ MAC1+ % | Dengue-2 NS5 capping | others
COc1cccc(CN2c3ccc(Br)cc3C(=O)CS2(=O)=O)c1 | i | 2.8 | -10%
C[C@@H]1CN([C@@H](C)CO)C(=O)c2cc(Br)cnc2O[C@H]1CN(C)C(=O)C1CCCCC1 | i | 0.4 | -2%
COc1cccc(/C=C/C(=C2\C(=O)N(c3ccccc3)N=C2C)c2ccc(Br)cc2)c1OC | i | 2.9 | -11%
CN(C(=O)c1cccc(Br)c1)C1CCS(=O)(=O)C1 (stereo unspecified) | i | 1.2 | -14%
O=C1OCCN1C(=O)[C@H]1[C@H](c2ccc(F)cc2)C(c2ccccc2)=NN1c1ccc(Br)cc1 | i | 0.6 | 1%
Cc1ccc(NC(=O)COC(=O)Cc2ccc(Br)cc2)cc1S(=O)(=O)N1CCOCC1 | i | 0.7 | 2%

Further structures follow:
SMILES | Myeloid diff MLP | Myeloid diff MLP GFP+ MAC1+ % | Dengue-2 NS5 capping | others
COc1ccc(S(=O)(=O)N2CCOCC2)cc1NC(=O)CSc1ccc(F)cc1 | i | 0.5 | 4%
COC(=O)c1ccc(NC(=O)CCN2C(=O)NC(C)(C)C2=O)cc1 | i | 0.8 | 4%
CC(C)C[C@@H]1CN=C(N)N1C[C@@H]1CCCN1C[C@@H](C(C)C)N1C[C@@H](Cc2ccccc2)N(CCCC2CCCC2)C1=N | i | 1.7 | -9% | Dengue-2 NS5 capping pilot replicate=-0.9
CC(=O)C[C@@H](O)CC(=O)[C@@H]1OC(=O)CCCCCCCc2ccccc21 | i | 1.8 | -6%
COc1cc(C)c(CN2CCN(S(=O)(=O)c3ccc(Cl)s3)CC2)cc1OC | i | 0.8 | -2%
CCN1C(=O)[C@H]2[C@@H](c3ccc(C)cc3)N[C@]3(CCCN(Cc4ccccc4)C3=O)[C@H]2C1=O | i | 1.7 | 6%
CCOC(=O)CCCC(=O)Nc1ncnc2c1C(c1ccccc1)c1c(ccc3ccccc13)O2 (stereo unspecified) | i | 1.2 | -2%
CN(C(=O)c1ccccc1C(=O)OCC(=O)c1ccc(F)c(F)c1)C1CCCCC1 | i | 0.2 | -6%
COc1ccc(NC(=O)CSc2nc3nc(C)cc(C)c3c(=O)[nH]2)cc1OC | i | 0.7 | 2%
O=C(Nc1ccc(F)c(Cl)c1)C1CC(=O)N(Cc2ccco2)C1 (stereo unspecified) | i | 1.9 | 10%
CCOc1ccc(S(=O)(=O)N2CCOCC2)cc1NC(=O)CCN1C(=O)NC2(CCCC2)C1=O | i | 1.1 | 5%
C#CCN1C=CC(=O)[C@@H](OC(=O)Nc2ccc(OC)cc2)[C@H]1c1ccccc1Br | i | 0.4 | -2% | Dengue-2 NS5 capping pilot replicate=-3.9
CCOC(=O)C1=C(C)NC(C)=C(C(=O)OCC)C1C(=O)OCC(=O)NC(C)c1ccccc1 (stereo unspecified) | i | 1.3 | 4%
CCN(CC)C(=O)[C@H]1C[C@H](CC(=O)NCCCOC)C(=O)N2CCc3c([nH]c4cc(-c5ccco5)ccc34)[C@]12C | i | 0.3 | -9% | Dengue-2 NS5 capping pilot replicate=-3.0
COc1ccccc1NC(=O)C(C)OC(=O)CC1CCCCC1 (stereo unspecified) | i | 0.6 | -1%
COc1ccc(-c2nn(-c3ccccc3)cc2C(=O)N(C)CC(=O)Nc2ccc(N3CCOCC3)cc2)cc1 | i | 0.7 | 6%
O=C(O)c1c[nH]c2c([N+](=O)[O-])cccc2c1=O | i | 1.6 | 10%
O=C(NC1CC(=O)N(c2ccc3c(c2)OCCO3)C1)N1CCC(O)CC1 (stereo unspecified) | i | 0.7 | -2%
O=C1OCCN1C(=O)[C@H]1[C@H](c2ccc(Cl)cc2)C(c2ccc(F)cc2)=NN1c1ccc(Br)cc1 | i | 0.5 | -6% | Dengue-2 NS5 capping pilot replicate=-6.1
Cc1ccc(Cl)c(Cn2cnc3c(cnn3C(C)(C)C)c2=O)c1F | i | 0.9 | -8%
COCCNC(=O)C1Nc2ccc(OC(F)(F)F)cc2C2C=CCC12 (stereo unspecified) | i | 0.7 | 16%
O=C(NNC(=O)C1CCN(S(=O)(=O)c2c(Cl)cccc2Cl)CC1)c1ccccc1O | i | 0.2 | -3%
CC(=O)OCC=C1CCC2C3CCC4=CC(=O)CCC4(C)C3C(O)CC12C (stereo unspecified) | i | 0.9 | -3%
O=C(CCc1nc2ccccc2c(=O)[nH]1)NNC(=O)c1ccc(F)cc1 | i | 0.8 | 1%
O=C(N/N=C/c1ccc(O)c(O)c1)c1cccc(S(=O)(=O)N2CCCC2)c1 | i | 1.0 | -3%
CC(=O)c1cccc(NC(=O)COC(=O)CCC(=O)c2cccs2)c1 | i | 0.6 | -3%
CC(C)N1C(=O)C(=O)N(CC(=O)N(C)c2ccccc2)C1=O | i | 1.1 | 0%
Cc1cccc(C)c1NC(=O)CN(C)C(=O)c1ccccc1Cc1ccccc1 | i | 0.6 | 1%
O=C(COc1ccccc1[N+](=O)[O-])N(C1CCCCC1)C1CCS(=O)(=O)C1 (stereo unspecified) | i | 0.6 | 3%
CCOc1ccc(OCCCC(=O)N2CCN(S(=O)(=O)c3ccccc3C#N)CC2)cc1 | i | 0.5 | -2%
CCCCN1C(=O)C(=O)N(CC(=O)N2CCc3ccccc32)C1=O | i | 1.9 | 2%
Cc1ccc(C[n+]2ccccc2)cc1 | + | 7.5* | -4%
COCCCN(C(=O)CCOc1ccc(C)cc1)c1c(N)n(Cc2ccccc2)c(=O)[nH]c1=O | i | 1.1 | -10%
C[C@@]12CCC[C@H](O1)[C@@H]([C@H](O)c1ccccc1)O2 | i | 1.6 | -8%
O=C1C=CC(=O)N1c1ccc2ccccc2c1 | i | 1.3 | -28%
O=S1(=O)c2ccccc2OC(COCc2ccccc2)CN1Cc1ccccc1 (stereo unspecified) | i | 1.8 | -1% | Dengue-2 NS5 capping pilot replicate=-0.3
Cc1ccc(Cl)c(NC(=O)CSc2n[nH]c(=O)n2C2CC2)c1Cl | i | 0.2 | 4%
COc1ccc(-c2oc(=O)c3cc(OC)c(OC)cc3c2/C=C/c2ccc([N+](=O)[O-])cc2)cc1 | i | 1.5 | 4%

Four records drawn at random from the list so far:
SMILES | Myeloid diff MLP | Myeloid diff MLP GFP+ MAC1+ % | Dengue-2 NS5 capping | others
CCCCN1C(=O)C(=O)N(CC(=O)N2CCc3ccccc32)C1=O | i | 1.9 | 2%
O=S1(=O)c2ccccc2OC(COCc2ccccc2)CN1Cc1ccccc1 (stereo unspecified) | i | 1.8 | -1% | Dengue-2 NS5 capping pilot replicate=-0.3
COc1ccc(-c2oc(=O)c3cc(OC)c(OC)cc3c2/C=C/c2ccc([N+](=O)[O-])cc2)cc1 | i | 1.5 | 4%
O=C(N/N=C/c1ccc(O)c(O)c1)c1cccc(S(=O)(=O)N2CCCC2)c1 | i | 1.0 | -3%
